High-throughput results: PubChem BioAssay, The Scripps Research Institute Molecular Screening Center
PAFAH1B2 FP inh: PAFAH1B2 enzyme inhibitors, primary screen, biochemical, fluorescence polarization, human; recombinant PAFAH1B2, FP-rhodamine activity probe; 340,000 tested, 1.2% active; AID 492953, 2010; inhibition, % at 3.39 µM; Platelet-activating factor acetylhydrolase IB subunit alpha2 (Homo sapiens), P68402;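 active means inhibition above the mean of all tested compounds plus 3 SD, cut at about 24% in these data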;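 further: 0% = enzyme with DMSO and 100% = wells lacking PAFAH1B2; many of its hits are not listed in these tables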
PME-1 primary: PME-1 inhibitors via competitive probe labeling, primary screen, biochemical, fluorescence polarization, FP-Rh probe, HTS. Protein phosphatase methylesterase 1 (Homo sapiens), Q9Y570. recombinant PME-1. inhibition, % at 5.9 µM. 320,000 tested, 0.53% active. AID 2130, 2009;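 active means inhibition above the campaign mean of all compounds plus 3 SD, cut at about 26% in these data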;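 further: competitive labeling of PME-1 active site by serine hydrolase directed probe; 0% = PME-1 with DMSO and 100% = wells lacking PME-1 enzyme; inhibitors block probe labeling so polarization falls and inhibition rises; many of its hits are not listed in these tables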
Target sequence (Q9Y570 whole entry, looked up): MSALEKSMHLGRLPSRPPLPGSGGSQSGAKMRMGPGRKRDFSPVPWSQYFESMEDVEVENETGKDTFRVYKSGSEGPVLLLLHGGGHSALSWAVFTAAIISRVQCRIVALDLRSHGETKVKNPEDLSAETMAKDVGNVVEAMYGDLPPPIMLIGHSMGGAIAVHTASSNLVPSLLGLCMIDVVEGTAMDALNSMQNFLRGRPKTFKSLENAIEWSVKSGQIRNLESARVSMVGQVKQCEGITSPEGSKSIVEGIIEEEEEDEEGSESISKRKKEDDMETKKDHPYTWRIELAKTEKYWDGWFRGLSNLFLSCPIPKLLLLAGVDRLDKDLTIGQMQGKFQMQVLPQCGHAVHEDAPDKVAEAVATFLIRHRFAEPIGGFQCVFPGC
pPAFAH FP inh: pPAFAH enzyme inhibitors, primary screen, biochemical, fluorescence polarization, human; Platelet-activating factor acetylhydrolase (Homo sapiens), Q13093; recombinant pPAFAH, FP-rhodamine probe fluorescence polarization; inhibition, % at 3.39 µM; 330,000 tested, 1.5% active;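 active means inhibition above the mean inhibition across the screen plus 3 SD, cut at about 25% in these data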;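 further: inhibitors block binding of the rhodamine activity-based probe so polarization drops; 0% = enzyme with DMSO and 100% = wells lacking pPAFAH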
Target sequence (Q13093 whole entry, looked up): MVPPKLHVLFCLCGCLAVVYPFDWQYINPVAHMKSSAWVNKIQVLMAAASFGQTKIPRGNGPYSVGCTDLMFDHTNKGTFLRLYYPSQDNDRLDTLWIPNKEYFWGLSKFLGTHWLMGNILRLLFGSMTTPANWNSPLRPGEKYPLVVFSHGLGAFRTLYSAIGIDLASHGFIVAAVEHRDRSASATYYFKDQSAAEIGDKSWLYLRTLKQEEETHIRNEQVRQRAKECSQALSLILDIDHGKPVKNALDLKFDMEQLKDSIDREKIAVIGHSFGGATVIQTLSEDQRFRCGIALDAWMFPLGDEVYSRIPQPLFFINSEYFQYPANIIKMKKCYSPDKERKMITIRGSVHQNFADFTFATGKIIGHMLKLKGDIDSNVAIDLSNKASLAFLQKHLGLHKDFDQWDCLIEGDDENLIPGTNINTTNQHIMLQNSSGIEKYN
PAFAH1B3 FP inh: PAFAH1B3 enzyme inhibitors, primary screen, biochemical, fluorescence polarization, human | Platelet-activating factor acetylhydrolase IB subunit alpha1 (Homo sapiens), Q15102 | recombinant PAFAH1B3, FP-rhodamine probe | inhibition, % at 3.39 µM | 340,000 tested, 0.28% active;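 active means inhibition above the screen-wide average of all tested compounds plus 3 SD, cut at about 25% in these data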;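 further: 0% = enzyme with DMSO only and 100% = wells lacking PAFAH1B3 protein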
Target sequence (Q15102 whole entry, looked up): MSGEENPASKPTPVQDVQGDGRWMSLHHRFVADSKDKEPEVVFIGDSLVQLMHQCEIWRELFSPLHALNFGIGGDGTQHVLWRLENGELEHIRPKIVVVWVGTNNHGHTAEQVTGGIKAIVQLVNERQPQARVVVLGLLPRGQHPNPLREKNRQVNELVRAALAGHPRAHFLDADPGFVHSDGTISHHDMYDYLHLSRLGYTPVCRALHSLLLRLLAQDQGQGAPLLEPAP
GSTO1 inh: inhibitors of recombinant GSTO1, primary screen, counter-screen for RBBP9 inhibitor project, biochemical, fluorescence polarization; 300,000 tested, 1.1% active; activity-based probe fluorescence polarization; Glutathione S-transferase omega-1 (Homo sapiens), P78417; inhibition, % at 5.96 µM; AID 1974, 2009;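 active means inhibition above the campaign mean inhibition plus 3 SD, cut at about 35% in these data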;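 further: 0% = GSTO1-1 with DMSO and 100% = wells lacking GSTO1-1 enzyme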
LYPLA1 inh: LYPLA1 inhibitors, primary screen, counter-screen for PME1 inhibitor project, biochemical, fluorescence polarization, FP-Rh probe ABPP | Acyl-protein thioesterase 1 (Homo sapiens), O75608 | recombinant LYPLA1 | inhibition, % at 5.9 µM | 320,000 tested, 0.16% active;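 active means inhibition above the mean of all tested compounds plus 3 SD, set per campaign, cut at about 14% in these data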;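 further: inhibitors block serine hydrolase probe labeling of LYPLA1 so polarization falls; 0% = enzyme with DMSO and 100% = wells lacking LYPLA1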
PAFAH2 FP inh: PAFAH2 enzyme inhibitors, primary screen, biochemical, fluorescence polarization, human; recombinant PAFAH2, FP-rhodamine activity probe; 340,000 tested, 0.99% active; Platelet-activating factor acetylhydrolase 2, cytoplasmic (Homo sapiens), Q99487; inhibition, % at 3.39 µM;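 active means inhibition above the mean over all tested compounds plus 3 SD, cut at about 30% in these data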;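 further: inhibitors block probe labeling of enzyme so polarization drops; 0% = enzyme with DMSO and 100% = wells lacking PAFAH2 protein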
PAD4 inh: human PAD4 inhibitors, primary screen, biochemical, fluorescence polarization, 1536-well format; Protein-arginine deiminase type-4 (Homo sapiens), Q9UM07; recombinant PAD4, RCA probe fluorescence polarization; inhibition, % at 6.36 µM; 330,000 tested, 0.41% active; AID 485272, 2010;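 active means percent inhibition above a cutoff equal to the mean of all tested compounds plus 3 SD, cut at about 15% in these data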;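 further: 0% = PAD4 with RCA probe and DMSO and 100% = probe without PAD4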
LYPLA2 inh: LYPLA2 inhibitors, primary screen, counter-screen for PME1 inhibitor project, biochemical, fluorescence polarization, FP-Rh probe ABPP | 320,000 tested, 0.38% active | inhibition, % at 5.9 µM | recombinant LYPLA2 | Acyl-protein thioesterase 2 (Homo sapiens), O95372;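 active means inhibition above the screen-wide mean plus 3 SD, limit set per campaign, cut at about 26% in these data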;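 further: 0% = LYPLA2 with DMSO and 100% = wells lacking LYPLA2 enzyme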
The depositor's hits bear a star; . = not tested or not shown. The list is partial; rates above refer to the full screens.

SMILES | PAFAH1B2 FP inh | PME-1 primary | pPAFAH FP inh | PAFAH1B3 FP inh | GSTO1 inh | LYPLA1 inh | PAFAH2 FP inh | PAD4 inh | LYPLA2 inh
Cc1ccc(Nc2cc(C)nc3nc(C)nn23)cc1 | 0 | -1 | 3 | 3 | 2 | -3 | 4 | 2 | -9
Cc1ccc(C(C(=O)NCC2CCCO2)N(C(=O)c2snc(C(N)=O)c2N)c2ccc(C)c(C)c2)o1 (stereo not given) | 2 | -1 | 6 | 2 | 3 | -2 | 1 | 3 | -4
Oc1ccc(Cl)cc1C1=NNC(c2cccs2)C1 (stereo not given) | 2 | -3 | 17 | 1 | -7 | -10 | 4 | -1 | -10
CC(C(=O)NCc1ccco1)n1ccc2cc(S(=O)(=O)N3CCCCC3)ccc21 (stereo not given) | 1 | 8 | 2 | 6 | -2 | 1 | -2 | 0 | 3
O=C(CCn1c(=O)oc2ccc(Cl)cc21)N1CCN(c2ccccc2)CC1 | 4 | -3 | 8 | 10 | 5 | 4 | 17 | 9 | 1
CCOC(=O)c1c(C)[nH]c(C(=O)N/N=C\c2ccccc2Cl)c1C | -7 | -13 | 1 | 3 | -5 | -20 | -16 | -6 | -33
c1ccc(-c2nn[nH]n2)cc1 | 5 | -3 | 3 | 8 | -6 | -2 | -2 | -1 | 0
CC1=NNC(=O)c2ccccc2O1 | 5 | -1 | -2 | 3 | 17 | -1 | 9 | 1 | 0
O=C(CSc1nc2ccccc2s1)N1N=C(c2cccs2)CC1c1ccc(F)cc1 (stereo not given) | -5 | -2 | -1 | -2 | -2 | -8 | 2 | 4 | -7
CC/C(=N\NC(=S)Nc1ccc(OC)cc1)c1ccc(OC(F)F)cc1 | -3 | 4 | 3 | 13 | -4 | -3 | -7 | -9 | -11
COc1ccc(CCNC(=O)CN2C(=O)CCSc3ccccc32)c(OC)c1 | 5 | 3 | 5 | 7 | 4 | -3 | 3 | 2 | -7
O=C(CSc1ccccc1)NC1CCCCCCC1 | 2 | -5 | 1 | 2 | -1 | -1 | -4 | 3 | 0
O=C(COC(=O)C1CCN(S(=O)(=O)c2ccc3c(c2)OCCO3)CC1)Nc1cc(C(F)(F)F)ccc1Cl | -2 | -5 | 5 | -1 | 1 | 1 | 6 | 6 | 9
CCC(OC(=O)c1cccs1)C(=O)NCc1ccc(C)cc1 (stereo not given) | 3 | -11 | -4 | 8 | 14 | 0 | 1 | -4 | -2
COc1ccc(NC(=O)COc2ccc(/C=C/c3cc[n+](C)cc3)cc2OC)cc1 | 4 | -9 | -4 | 4 | 4 | 1 | 8 | -2 | -2
O=S(=O)(Nc1ccc2cn[nH]c2c1)c1ccc(Cl)cc1 | 32* | -1 | 1 | 12 | 0 | -2 | 17 | -3 | 6
CCCCCCCCCCOC(=O)Cn1c(COc2cccc(OC)c2)[n+](C)c2ccccc21 | 2 | -3 | 13 | 6 | -2 | -2 | -3 | 3 | 3
O=C(CSc1nnc(N2CCOCC2)n1-c1cccc(F)c1)N1CCN(c2ccccn2)CC1 | 5 | -3 | -1 | 8 | . | 0 | 8 | 2 | -1
Cc1ccc2sc(NNC(=O)c3cc(-c4cccs4)nc4ccccc34)nc2c1C | . | -7 | 0 | . | -3 | -9 | . | -3 | -14
CSc1cccc(CN2CCN(CCC(C)C)C(CCO)C2)c1 (stereo not given) | 4 | -2 | 0 | 4 | -2 | -1 | -3 | 1 | 4
Cc1cc(Br)cc(/C=N/NC(=O)c2ccc3c(c2)OCO3)c1O | 2 | -8 | 4 | 1 | -5 | -1 | 1 | -3 | 6
O=C(CN1C(=O)NC2(CCOc3ccccc32)C1=O)c1ccc[nH]1 (stereo not given) | 2 | -2 | 4 | 0 | 15 | 2 | -2 | 4 | 4
CC(=O)Nc1cccc(NC(=S)Nc2ccc(F)cc2F)c1 | 4 | 0 | 0 | 7 | 5 | 3 | 1 | -4 | 6
COc1ccc(/C=N/Nc2nc(Nc3ccccc3)nc(N3CCCCC3)n2)c(OC)c1 | 4 | 12 | 4 | 14 | 0 | -2 | -1 | -2 | 4
O=C(Nc1c(Cl)ccc2nsnc12)c1cccnc1 | -1 | 1 | 5 | 5 | 1 | -3 | -4 | 3 | -2
Cc1cc(C)c2nc(N3CCCC3)c(C#N)cc2c1 | 5 | 2 | 3 | -6 | -9 | -3 | 3 | -11 | -6
COc1ccc(CCC(=O)N(C)CC(=O)Nc2ccc(Cl)c(C(F)(F)F)c2)cc1 | 4 | 3 | 1 | 8 | 1 | -6 | -3 | -1 | -8
CCc1ccc2[nH]c(=O)c(CN(CCN(C)C)C(=S)NCc3ccco3)cc2c1 | 3 | -5 | 2 | 8 | 2 | 0 | 8 | -2 | 0
Cc1ccc(C(=O)Nc2nnc(CC(=O)N/N=C/c3ccc(O)c(O)c3)s2)cc1 | 14 | 29* | 51* | 19 | 38* | -15 | 28 | -12 | -7
COc1ccc(-c2csc(N3CCN(c4cc5c(cc4Cl)nc(-c4ccncc4)n5CCOCCO)CC3)n2)cc1 | 0 | 1 | 3 | 4 | 19 | -2 | -5 | 1 | 10
COc1ccc(N)c2c1C(=O)c1ccccc1C2=O | 13 | 18 | 17 | 13 | 14 | 20* | 27 | 33* | 15
COC(=O)c1cc(S(=O)(=O)NCC2CCN(CCc3cccs3)CC2)c[nH]1 | 3 | -3 | -2 | 2 | 3 | -2 | -2 | -2 | -2
COc1ccc2[nH]c(=O)c(CN(CCO)S(=O)(=O)c3c(C)ccc4nsnc34)cc2c1 | 0 | 3 | 4 | 1 | 2 | 4 | -4 | 3 | 6
CCCCCC1CCC(c2n[nH]c(=S)n2C)CC1 (stereo not given) | -3 | 5 | 8 | 2 | -9 | 4 | 4 | -5 | 7
COc1ccc(Nc2ccccc2NC(=O)c2ccccc2Br)cc1 | 1 | 2 | 11 | 0 | 4 | 2 | 6 | -7 | 3
COc1cccc(C(C(=O)NC(C)(C)C)N(C(=O)CCC(=O)Nc2cc(C)on2)c2ccc3c(c2)OCCO3)c1OC (stereo not given) | 1 | -1 | 0 | 6 | 3 | 0 | 3 | -2 | 11
O=C(NC(=O)c1c(Cl)cccc1Cl)Nc1ccc(Oc2cccnc2)nc1 | . | -9 | -7 | . | -5 | -1 | . | -7 | 24
Cc1nnc(SCC(=O)NCC2CCCO2)n1-c1ccccc1 (stereo not given) | 1 | 5 | 2 | 0 | 3 | 0 | 7 | 0 | 4
N=c1n(CC(=O)c2ccc([N+](=O)[O-])cc2)c2ccccc2n1Cc1ccc(Cl)cc1 | 0 | -5 | 4 | 5 | 5 | 7 | -3 | 1 | 8
CCC(Sc1nc2ncccc2[nH]1)C(=O)NC1CCCC1 (stereo not given) | 0 | 3 | -1 | 7 | 2 | 1 | 4 | -1 | -3
CCOC(=O)C1(Cc2cccc(OC)c2)CCN(Cc2cccn2-c2nccs2)CC1 | 4 | 4 | -4 | 3 | -6 | 1 | -3 | -5 | -3
CC(=O)Nc1ccc(C(=O)n2nc(C)cc2C)cc1 | 4 | 8 | 0 | -4 | 6 | -1 | 0 | 0 | -2
Cc1nn(C(C)C(=O)O)c(C)c1[N+](=O)[O-] (stereo not given) | -5 | 1 | -5 | 5 | 2 | 0 | 2 | -9 | -4
COc1ccc([C@H]2CC(=O)C=C(c3cc(F)ccc3OC)C2)cc1 | 2 | 3 | 7 | 7 | . | 0 | 4 | 0 | 3
O=C1[C@H]2[C@H](ON3CCCC[C@H]23)C(=O)N1c1cccc(C(F)(F)F)c1 | 2 | -4 | -1 | -3 | -3 | -2 | 1 | 0 | -7
CCCCNC(=O)CSc1nnc(-c2ccc(S(=O)(=O)N3CCCC3)cc2)n1C | 2 | -4 | 1 | 0 | 9 | -5 | -1 | -3 | -3
NS(=O)(=O)c1ccc(NC(=S)NNC(=O)c2cccs2)cc1 | . | 1 | 2 | . | -1 | 1 | . | -2 | -7
COc1ccccc1CNC(=O)Cn1c(=O)oc2cc(S(=O)(=O)N3CCCC3)ccc21 | 3 | -2 | -11 | 2 | 11 | -3 | 13 | 0 | -2
Cn1c(/C(C#N)=C/c2cccc(O)c2)nc2ccccc21 | -2 | -3 | 1 | -4 | 4 | 1 | 1 | -3 | 2
O=C(CSc1ccccc1)Nc1ccc(N2CCOCC2)c(F)c1 | 4 | -4 | -3 | -5 | 7 | 0 | -5 | -1 | -5
C=CCn1c(COc2ccccc2F)nnc1SCC(=O)NC(=O)NCc1ccco1 | 2 | -9 | 8 | 2 | 2 | -3 | 5 | -2 | 3
O=C(NCCc1cn2ccccc2n1)c1cc(COc2ccc3ncccc3c2)on1 | 1 | 6 | 5 | 2 | -4 | 0 | -2 | -7 | 10
COc1ccc(NC(=O)c2cc(C3CC3)nc3c2cnn3C(C)C)cc1OC | -2 | 1 | 0 | 11 | . | -1 | 1 | 1 | -2
COC(=O)c1c(NC(=O)c2ccccc2)sc(Cc2ccccc2)c1C | 1 | -3 | 4 | -6 | 3 | 2 | 5 | 3 | 4
CCCn1cc(S(=O)(=O)c2ccc(Cl)cc2)c(=O)c2cc(OC)ccc21 | 1 | 2 | -3 | -1 | -2 | -3 | -3 | 2 | -1
COc1ccc2c3c([nH]c2c1)C1(NCC3)C(=O)Nc2ccccc21 (stereo not given) | 3 | -3 | 5 | -2 | 10 | 0 | 1 | -1 | 3
CCC(CC)NC(=O)CN(c1ccccc1OC)S(=O)(=O)c1cccs1 | 3 | 0 | -4 | 2 | 4 | -1 | 4 | 2 | 4
Cc1nn(C(C)C(=O)NC2CC2)c(=O)c2nn(-c3ccccc3)c(C)c12 (stereo not given) | -7 | -3 | -3 | -3 | 0 | -1 | 8 | -4 | 3
O=C(N/N=C(/CC(=O)c1cccs1)C(F)(F)F)c1ccc(O)cc1 | 8 | 10 | 4 | 9 | 4 | 4 | 7 | -3 | -2
COc1ccc(C(=O)c2oc3ccc(OC)cc3c2NC(C)=O)cc1 | 1 | -2 | 4 | 12 | 4 | -4 | -1 | -2 | 2
COC(=O)c1ccc(C(=O)OC)c(NC(=O)COC(=O)C2CC2C)c1 (stereo not given) | 3 | 0 | 1 | 5 | 9 | -1 | 6 | -4 | -2
